HRas wt GTP bind: changes GTP binding to wildtype human HRas | GTP binding activity, % at 10 µM | GST-Ras wt beads, Bodipy-FL-GTP binding, flow cytometry; actives lie on both sides | hit rate 0.14% among 190,000;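 active = GTP binding activity at least 20% away from the 100% baseline, either lowered as inhibitor or raised as activator; inconclusive = flagged as likely green fluorescent, judged across all proteins in the well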;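 also: 0% = unlabeled GTP competition control and 100% = no-compound control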
Target sequence (P01112 whole entry, looked up): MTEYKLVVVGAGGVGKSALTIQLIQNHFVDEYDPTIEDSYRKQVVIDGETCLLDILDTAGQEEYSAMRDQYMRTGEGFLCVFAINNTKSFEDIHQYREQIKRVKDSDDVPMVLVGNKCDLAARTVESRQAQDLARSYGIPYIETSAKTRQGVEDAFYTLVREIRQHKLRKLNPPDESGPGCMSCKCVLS
Avidin fluor: compound fluoresces at 488/530 nm on avidin beads; compound fluorescence 488/530 nm, flow cytometry; hits give high values; fluorescence (KMESF) at 10 µM; hit rate 0.38% among 220,000; in the data active = fluorescence above about 47; also: inactives centre near 10
Rab7 wt modul: alters GTP binding to wildtype dog Rab7. GST-Rab7 beads, fluorescent GTP binding, flow cytometry; actives lie on both sides; untreated = 100%, excess cold GTP = 0%. GTP binding activity (percent of control), % at 10 µM. hit rate 0.055% among 190,000;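 active = fluorescent GTP binding to Rab7 beads changed by at least 20 points from the 100% baseline, either direction, mostly lower; inconclusive = compound itself probably fluorescent, or too few beads counted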;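 also: median green fluorescence of bound Bodipy-FL-GTP per Rab7 bead population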
Mcl1-Bid inh: Mcl-1/Bid interaction inhibition. TR-FRET Mcl-1/Bid-Dy647 peptide binding, 1536-well. inhibition, % at 21.7 µM. hit rate 0.97% among 220,000. AID 1021;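 active = compounds that cut the binding signal by more than half at the single screening dose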;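 also: His-tagged Mcl-1 with europium anti-His antibody binding Bid BH3 peptide; 0% = Mcl-1 plus peptide wells and 100% = peptide-only wells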
Target sequence (Q07820 whole entry, looked up): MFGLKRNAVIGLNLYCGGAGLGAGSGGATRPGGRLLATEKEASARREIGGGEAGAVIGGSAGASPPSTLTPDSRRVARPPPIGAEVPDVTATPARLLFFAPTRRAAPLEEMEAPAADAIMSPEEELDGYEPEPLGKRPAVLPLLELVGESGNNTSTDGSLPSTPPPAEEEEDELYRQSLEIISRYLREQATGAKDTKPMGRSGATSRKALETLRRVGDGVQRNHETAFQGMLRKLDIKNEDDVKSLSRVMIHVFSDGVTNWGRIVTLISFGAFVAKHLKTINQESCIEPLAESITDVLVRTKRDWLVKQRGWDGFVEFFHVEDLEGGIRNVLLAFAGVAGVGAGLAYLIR
Pf gamet viab: kills late stage P. falciparum gametocytes; P. falciparum stage V gametocytes, ATP luminescence, 24 h; inhibition, % at 10.9 µM; hit rate 0.065% among 150,000;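 active = inhibition above the mean plus 3 SD of compounds within the control limits, set per campaign, cut at about 38% in these data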;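 also: 0% = DMSO wells and 100% = medium only without gametocytes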
Mcl-1 Bim block: inhibitors of Bim-Mcl-1 interaction, human. Q07820. Bead-based flow cytometry, Bim peptide-Mcl-1 binding. inhibition, % at 10 µM. hit rate 0.1% among 190,000; in the data active = inhibition above about 40%;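 also: 0% = no compound tracer wells and 100% = peptide blocker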
Mcl1 Noxa PPI: Mcl-1/Noxa interaction inhibition; AID 1022; hit rate 1.5% among 220,000; Q07820; inhibition, % at 21.7 µM; TR-FRET Mcl-1/Noxa peptide binding, 2 h;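 active = compounds that cut the protein-peptide binding signal by more than 50% relative to plate controls in a single-dose test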;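 also: His-tagged Mcl-1 with rhodamine Noxa BH3 peptide and terbium anti-His antibody; 0% = Mcl-1 plus Noxa peptide wells and 100% = peptide-only wells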
Cdc42 wt: changes GTP binding to wildtype human Cdc42; P60953; GST-Cdc42 beads, Bodipy-GTP binding, flow cytometry; actives lie on both sides; percent activity (GTP binding), % at 10 µM; hit rate 0.2% among 190,000;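 active = percent activity GTP binding at least 20 points away from the 100% baseline, either down as inhibitor or up as activator; inconclusive = compound flagged as likely green fluorescent from well-wide comparison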;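 also: median bead fluorescence of bound Bodipy-FL-GTP at 100 nM; 0% = excess unlabeled GTP control and 100% = no compound control; below 100% means less GTP binding so inhibitor and above means activator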
Target sequence (P60953 whole entry, looked up): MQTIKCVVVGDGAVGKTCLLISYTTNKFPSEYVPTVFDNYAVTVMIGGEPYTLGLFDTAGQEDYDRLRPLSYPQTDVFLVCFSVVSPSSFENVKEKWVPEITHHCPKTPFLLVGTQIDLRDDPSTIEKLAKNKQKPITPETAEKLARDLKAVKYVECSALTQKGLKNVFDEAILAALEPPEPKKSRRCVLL
Rac1 mut GTP: human Rac1 activated mutant GTP binding change; P63000; GST-Rac1 activated beads, fluorescent GTP binding, flow cytometry; actives lie on both sides; 100% means binding = to untreated wells; hit rate 0.11% among 190,000; percent activity (GTP binding), % at 10 µM;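 active = GTP binding at least 20 percentage points away from the 100% baseline, in either direction, so actives lie on both sides; inconclusive = Compound likely fluorescent itself, or too few beads counted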
Rab2 wt GTP: changes GTP binding to wildtype dog Rab2A, up or down | hit rate 0.19% among 190,000 | GTP binding activity, % at 10 µM | GST-Rab2 wt beads, Bodipy-GTP binding, flow cytometry | AID 760;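 active = GTP binding activity at least 20 points away from 100%, either lowered or raised; inconclusive = signal likely due to the compound's own green fluorescence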;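 also: 0% = beads with excess unlabeled GTP and 100% = no-compound control corrected for plate trend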
Rac1 wt GTP bind: human Rac1 wildtype GTP binding, inhibitors and activators | GST-Rac1 beads, fluorescent GTP binding, flow cytometry; actives lie on both sides; 0 = cold GTP competed, 100 = untreated | GTP binding activity (% of control), % at 10 µM | AID 757 | P63000 | hit rate 0.27% among 190,000;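 active = GTP binding activity at least 20 points away from the 100% control level, either lower or higher; inconclusive = compound flagged as likely green fluorescent, judged across all proteins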
* hit, by the source's call; ? = inconclusive; . = not tested or not shown. Compounds as they come (roughly 2.7% active in at least one column).

SMILES | HRas wt GTP bind | Avidin fluor | Rab7 wt modul | Mcl1-Bid inh | Pf gamet viab | Mcl-1 Bim block | Mcl1 Noxa PPI | Cdc42 wt | Rac1 mut GTP | Rab2 wt GTP | Rac1 wt GTP bind
CN(C)/N=C/c1cn(-c2ccccc2)nc1-c1cccnc1 | 98 | 11 | 103 | -28 | -4 | 3 | 19 | 101 | 96 | 101 | 101
Cc1ccc(S(=O)(=O)N(Cc2cc3cccc(C)c3[nH]c2=O)c2ccccc2)cc1 | 98 | 5 | 97 | 6 | -17 | -3 | -12 | 100 | 100 | 98 | 102
COc1ccc(CNC(=O)CCn2cccc2)cc1 | 102 | 6 | 101 | -71 | 12 | -9 | -25 | 100 | 99 | 101 | 104
CN(CC(O)CON=C1c2ccccc2-c2ccccc21)S(=O)(=O)c1ccc(Br)cc1 (configuration not stated) | 95 | 8 | 97 | 12 | 3 | 5 | 0 | 93 | 99 | 93 | 94
O=S(=O)(c1ccc(Br)s1)N1CCN(c2ncccn2)CC1 | 100 | 11 | 100 | -24 | . | 0 | -30 | 98 | 98 | 100 | 100
CC(=O)Nc1ccccc1NC(=O)C(F)(F)F | 102 | 30 | 101 | 0 | 22 | -4 | -6 | 103 | 101 | 102 | 105
NC12CC3CC(C1)CC(O)(C3)C2 | 97 | 11 | 97 | -1 | . | 0 | 4 | 98 | 96 | 97 | 97
COc1ccc(CCNC(=O)CCNC(=O)c2ccc(Br)cc2)cc1OC | 101 | 9 | 101 | -16 | -48 | -4 | -2 | 105 | 101 | 102 | 105
COc1ccc(NC(=S)N/N=C/c2cccn2Cc2ccccc2F)cc1 | 95 | 10 | 98 | -37 | 11 | -2 | 5 | 100 | 96 | 99 | 100
COc1cc(CN2CCN(c3ccccc3F)CC2)cc(OC)c1O | 100 | 21 | 102 | 44 | -19 | -3 | 23 | 103 | 98 | 102 | 104
O=C(CCCCn1c(=O)c2ccccc2n(CC(=O)Nc2cccc(F)c2)c1=O)NCc1ccco1 | 96 | 27 | 96 | -15 | 7 | 0 | 10 | 98 | 94 | 94 | 95
Nc1ccc(C(=O)Nc2ccccc2C(=O)O)cc1 | 101 | 14 | 98 | -27 | -9 | 0 | 11 | 101 | 98 | 99 | 101
CC(C)CN(CC(C)C)c1nc(N)c(C#N)c(CC#N)c1C#N | 98 | 20 | 96 | -4 | . | -3 | -2 | 101 | 101 | 97 | 101
O=C(COc1cccc2c1CCN(Cc1ccccc1)C2=O)N1CCCCC1 | 97 | 13 | 94 | -11 | -1 | 0 | 16 | 98 | 98 | 98 | 97
O=C(/C=C/c1ccc(Cl)cc1)Nc1ccc(N2CCCCC2)cc1 | 108 | 8 | 100 | -25 | . | -5 | 3 | 111 | 104 | 109 | 107
COc1ccc(N(CC(=O)NCCSc2ccccn2)S(C)(=O)=O)cc1 | 101 | 7 | 100 | -21 | -3 | -1 | -6 | 101 | 100 | 100 | 106
NC(=O)CN1CCOCCOCCN(CC(N)=O)CCOCC1 | 103 | 8 | 100 | -50 | . | -3 | -64 | 105 | 102 | 103 | 107
C/C(=N/NS(=O)(=O)c1ccccc1)c1ccc(NC(=O)C(F)(F)F)cc1 | 102 | 11 | 103 | -12 | 1 | -4 | 14 | 102 | 100 | 100 | 108
COc1ccccc1NC(=S)NC(=O)CC(C)C | 107 | 34 | 106 | -20 | 18 | 0 | -12 | 111 | 104 | 107 | 111
COc1ccccc1/C=C1/SC(=O)N(CCC(=O)Nc2ccc(S(=O)(=O)Nc3nccs3)cc2)C1=O | ? | 8 | ? | -135 | 27 | -4 | 78* | ? | ? | ? | ?
O=C(CSc1ccc(-c2ccco2)nn1)c1ccc(F)cc1 | 99 | 14 | 99 | -36 | -7 | -5 | 26 | 101 | 97 | 98 | 101
O=C(Cn1cnc2c(nnn2Cc2ccccc2)c1=O)c1ccccc1 | 102 | 6 | 102 | -6 | . | 0 | 2 | 101 | 100 | 102 | 105
Cc1cc(/C=C2\NC(=O)N(Cc3ccc(Cl)cc3)C2=O)c(C)n1C | 98 | 8 | 96 | -4 | 11 | 8 | 0 | 100 | 100 | 101 | 101
O=C(NCCN1CCCC1)c1ccc(Cl)cc1 | 97 | 12 | 98 | -1 | 14 | 5 | 21 | 98 | 96 | 99 | 102
CN(C)CCNC(=O)c1cc2c(=O)n(C)c3ccccc3c2n1C | 92 | 5 | 97 | 4 | . | -1 | 41 | 93 | 94 | 96 | 92
Cc1ccc(C(=O)CSc2n[nH]c(C)n2)cc1 | 101 | 17 | 101 | 1 | 18 | 0 | 20 | 105 | 101 | 102 | 104
O=C(N/N=C/c1c(-c2ccccc2)[nH]c2ccccc12)c1cccnc1 | 94 | 11 | 95 | -37 | -2 | 0 | 20 | 93 | 96 | 95 | 95
O=C(NCc1n[nH]c(=S)n1-c1ccc(F)cc1)c1ccc(S(=O)(=O)N2CCOCC2)cc1 | 97 | 8 | 94 | -21 | 6 | 0 | 15 | 97 | 96 | 96 | 98
COc1ccc(C(=O)C[n+]2cccc(C)c2)cc1 | 101 | 2 | 98 | -10 | 1 | -5 | 10 | 100 | 100 | 96 | 99
O=C(NCC(c1cccnc1)N1CCOCC1)c1cccc(Cl)c1 (configuration not stated) | 104 | 16 | 103 | 57* | . | -3 | 10 | 106 | 103 | 102 | 114
O=C(NN1CCOCC1)c1cc(-c2ccc(Cl)c(Cl)c2)nc2ccccc12 | 97 | 14 | 95 | 8 | -1 | -2 | 12 | 100 | 99 | 99 | 103
O=C(NCc1ccco1)C1CCN(S(=O)(=O)c2ccc(-n3cnnn3)cc2)CC1 | 103 | 7 | 100 | -19 | . | -1 | -4 | 102 | 100 | 100 | 105
CCn1c(=O)n(CCc2ccccc2)c(=O)c2c3c(sc21)CCCC3 | 100 | 6 | 102 | -20 | . | 5 | -1 | 102 | 97 | 100 | 104
Cc1cc(C)cc(N(CC(=O)Nc2ccccc2-c2ccccc2)S(=O)(=O)c2ccccc2)c1 | 97 | 19 | 100 | -22 | 5 | -3 | -8 | 95 | 100 | 101 | 101
O=C(NCc1ccncc1)c1c(F)c(F)c(F)c(F)c1F | 103 | 36 | 101 | -6 | -38 | 0 | -13 | 104 | 101 | 101 | 104
COC(=O)c1cc2nc(-c3ccc(C)cc3)cc(C(F)(F)F)n2n1 | 96 | 11 | 94 | -2 | 6 | 0 | -18 | 99 | 96 | 98 | 97
O=C(Nc1cccc(Cl)c1Cl)c1snnc1-c1ccccc1 | 94 | 40 | 96 | -2 | -14 | -2 | -20 | 95 | 92 | 93 | 94
COc1ccc(S(=O)(=O)N2CCC(NC(=O)OCc3c(Cl)cccc3Cl)CC2)cc1 | 96 | 13 | 94 | 19 | . | -3 | 1 | 96 | 97 | 97 | 93
COc1ccc(NC(=O)C(c2ccc(C)cc2)N(C)C(=O)CC2NC(=O)NC2=O)cc1 (configuration not stated) | 99 | 11 | 97 | -21 | . | -3 | 2 | 97 | 101 | 100 | 100
O=C(NCC(=O)N(Cc1ccccc1)C(C(=O)NCC1CCCO1)c1ccccc1)c1cccs1 (configuration not stated) | 97 | 16 | 97 | 2 | . | 0 | 0 | 97 | 95 | 97 | 94
Cn1c(SCc2ccccc2)nnc1-c1ccco1 | 96 | 10 | 104 | 0 | . | 0 | -1 | 96 | 99 | 98 | 99
CCOC(=O)Cc1nnc2c(Nc3ccc(Cl)cc3)nc3nonc3n12 | 97 | 10 | 95 | 5 | . | -5 | 12 | 98 | 97 | 98 | 100
CCN(CC)S(=O)(=O)c1cccc(C(=O)NCC(c2ccccc2)N(C)C)c1 (configuration not stated) | 96 | 24 | 96 | -16 | -16 | 2 | -2 | 97 | 94 | 96 | 97
Nc1ccccc1NC(=O)c1ccccc1 | 106 | 10 | 104 | -25 | . | -3 | 3 | 104 | 100 | 104 | 107
O=C(COC(=O)c1ccccc1C(=O)c1ccc(Cl)c([N+](=O)[O-])c1)NC1CCCCCC1 | 98 | 33 | 97 | -7 | 29 | 0 | 1 | 99 | 97 | 97 | 99
COn1c(SCc2cccc(Cl)c2)nc2ccccc2c1=O | 97 | 18 | 100 | 9 | -34 | -2 | 11 | 95 | 93 | 96 | 96
C=CCNC(=S)NNC(=O)c1csc(C)c1CC | 100 | 30 | 99 | -19 | 9 | -2 | -18 | 104 | 101 | 98 | 104
COC(=O)C(Cc1ccc(OC(=O)c2ccccc2Cl)cc1)N1Cc2ccccc2C1=O (configuration not stated) | 97 | 33 | 95 | 1 | 5 | -3 | -1 | 95 | 93 | 92 | 95
O=C(c1ccco1)N1CCN(S(=O)(=O)c2ccc(Oc3ccccc3)cc2)CC1 | 91 | 7 | 94 | 6 | . | 0 | 33 | 92 | 88 | 87 | 86
O=C(NCCN1CCN(C(=O)Nc2ccccc2)CC1)Nc1ccccc1 | 102 | 8 | 103 | -9 | . | 0 | 12 | 102 | 99 | 101 | 106
CC(C)NC(=O)C1CCCN(c2nnc(-n3cccc3)s2)C1 (configuration not stated) | 94 | 6 | 93 | -31 | . | -1 | 1 | 94 | 95 | 95 | 93
CC(=O)CSc1nc2cc3c(cc2cc1C#N)OCCO3 | 99 | 8 | 107 | -23 | 8 | -2 | 12 | 95 | 91 | 98 | 97
CC(C)(C)NC(=O)COc1ccc(-c2ccccc2)cc1 | 94 | 15 | 95 | -18 | -21 | -2 | 7 | 93 | 93 | 94 | 91
Cc1ccc(SCC(=O)NCC2CCCO2)cc1 (configuration not stated) | 99 | 12 | 102 | -30 | -5 | -2 | 22 | 97 | 99 | 100 | 103
O=C(O)CCCN1C(=O)C2C3CC(C2C1=O)C1C(c2ccccc2)c2sc(=O)n(-c4ccccc4)c2SC31 (configuration not stated) | 97 | 8 | 104 | -39 | 1 | 0 | -4 | 99 | 96 | 99 | 99
Cc1nn(C)c(C)c1NS(=O)(=O)c1ccccc1 | 100 | 9 | 102 | -12 | . | -2 | 9 | 98 | 99 | 100 | 102
C=CCc1ccc(OCC(O)CO)c(OC)c1 (configuration not stated) | 101 | 10 | 105 | -33 | 17 | 3 | 10 | 100 | 99 | 102 | 100
c1ccc(NCC2OCc3ccccc3CO2)cc1 | 101 | 12 | 99 | -57 | -5 | -2 | 9 | 102 | 102 | 102 | 108
COc1ccc2c(c1)c1c3n2CCN(C)C3=NCC1 | 100 | 31 | 95 | -12 | . | -3 | 8 | 104 | 101 | 101 | 109
CC(=O)c1sc(NC(=O)c2c(F)cccc2F)nc1C | 101 | 33 | 101 | -2 | -4 | -2 | 20 | 101 | 98 | 99 | 104
